GRK2 inh – human GRK2 inhibition via aptamer displacement | 330,000 compounds, 0.59% hits | P25098 | bead flow cytometry, FAM-aptamer displacement from GRK2 | inhibition of aptamer binding, % at 10 µM;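 active = inhibition of aptamer binding above 40%, roughly 3 SD of noise, on plates passing a quality check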;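 note: median bead fluorescence of bound FAM aptamer so fluorescent compounds give negative values; no value below 0 was filed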
Target sequence (P25098 whole entry, looked up): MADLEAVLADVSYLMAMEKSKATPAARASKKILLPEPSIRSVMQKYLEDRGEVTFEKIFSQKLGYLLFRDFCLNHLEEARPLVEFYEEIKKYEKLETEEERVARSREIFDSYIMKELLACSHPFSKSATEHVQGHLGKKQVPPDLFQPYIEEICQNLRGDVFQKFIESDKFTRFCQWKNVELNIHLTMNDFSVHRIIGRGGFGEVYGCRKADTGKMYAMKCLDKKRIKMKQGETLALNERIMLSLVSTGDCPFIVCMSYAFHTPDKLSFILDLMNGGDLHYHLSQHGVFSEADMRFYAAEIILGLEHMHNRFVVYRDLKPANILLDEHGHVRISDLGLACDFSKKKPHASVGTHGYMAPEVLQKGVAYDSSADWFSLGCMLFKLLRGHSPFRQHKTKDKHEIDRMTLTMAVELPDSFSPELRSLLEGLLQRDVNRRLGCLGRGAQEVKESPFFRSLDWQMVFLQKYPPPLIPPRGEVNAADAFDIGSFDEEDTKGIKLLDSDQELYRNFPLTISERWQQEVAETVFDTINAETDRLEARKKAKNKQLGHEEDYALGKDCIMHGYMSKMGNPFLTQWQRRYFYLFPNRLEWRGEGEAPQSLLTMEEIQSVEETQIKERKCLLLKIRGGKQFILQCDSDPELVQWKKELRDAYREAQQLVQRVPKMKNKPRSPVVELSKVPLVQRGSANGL
VLA-4 inh – inhibition in a human VLA-4 binding assay | P13612 | VLA-4 expressing cells, ligand binding flow cytometry | inhibition, % (about 7 µM as worked out from the volumes in the protocol) | 330,000 compounds, 0.2% hits; in the data active = inhibition above about 50%
procasp7 counter – activates human procaspase-7, counter-screen for procaspase-3 activators | activation, % at 8.5 µM | recombinant procaspase-7, Ac-DEVD-pNA absorbance 405 nm; D23A/D198A/D206A triple mutant, cannot self-cleave; scale: DMSO 0, 5 µM enzyme 100 | AID 463210 | 330,000 compounds, 0.093% hits | P55210;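 active = percent activation above the screen-wide mean plus 3 SD, cut at about 25% in these data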
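Detection: p-Nitroaniline absorbance at 405 nm, read at 0 and 120 min; system: Uncleavable procaspase-7 mutant enzyme; evaluation: % activation from two-timepoint absorbance difference, scaled to controls; times: 1 h enzyme–compound preincubation and 2 h substrate reaction, both 25 °C; buffer or medium: Zinc-free HEPES pH 7.4 with 300 mM NaCl, 0.01% Triton X-100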
core dimer inh – HCV core protein dimerization inhibition; inhibition, % at 5 µM; TR-FRET GST/Flag-core106 dimerization, 1536-well; 300,000 compounds, 0.33% hits;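 active = inhibition above the mean of all tested compounds plus 3 SD, set per screening campaign, cut at about 45% in these data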
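System: GST-tagged and Flag-tagged HCV core protein residues 1-106 / Input: core106 proteins, GST 13.5 nM and Flag 17 nM / Buffer or medium: KF-containing HEPES buffer, pH 7.45, DTT, CHAPS, BSA / Probe or stimulus: Eu-anti-GST and XL665-anti-Flag labelled anti-tag antibodies / Schedule: 4 h, 22.5 °C incubation / Technique: TR-FRET 671 and 617 nm emission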
Fh CTSL1 inh – blocks F. hepatica cathepsin L1 in PFM18AAP counter-screen | recombinant F. hepatica cathepsin L1, Z-Leu-Arg-MCA fluorescence | AID 1906 | inhibition, % at 5.96 µM | 300,000 compounds, 0.49% hits;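 active = inhibition above the mean of all tested compounds plus 3 SD, set per screening campaign, cut at about 17% in these data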;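 note: 0% = plate median of test compound wells and 100% = 1 µM Z-Phe-Ala-diazomethylketone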
PP1 inh – blocks human PP1-alpha phosphatase, a PP5 counter-screen; P62136; purified PP1alpha, OMFP fluorescence; inhibition, % at 6.7 µM; 320,000 compounds, 0.9% hits; AID 2235;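 active = inhibition above the mean inhibition of all tested compounds plus 3 SD, computed separately for each screening campaign, cut at about 15% in these data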
Target sequence (P62136 whole entry, looked up): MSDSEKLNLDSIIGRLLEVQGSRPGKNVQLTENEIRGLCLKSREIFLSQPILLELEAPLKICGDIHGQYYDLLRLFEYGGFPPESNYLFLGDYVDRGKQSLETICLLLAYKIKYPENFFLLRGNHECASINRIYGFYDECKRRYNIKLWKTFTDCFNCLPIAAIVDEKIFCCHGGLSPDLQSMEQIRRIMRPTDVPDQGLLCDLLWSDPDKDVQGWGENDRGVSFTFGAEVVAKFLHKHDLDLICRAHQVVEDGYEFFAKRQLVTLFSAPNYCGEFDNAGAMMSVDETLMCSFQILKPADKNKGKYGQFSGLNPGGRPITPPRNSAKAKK
JMJD2C inh – blocks human GASC-1 demethylase activity; Q9H3R0; GST-JMJD2C(1-420) H3K9me3 demethylation, DELFIA europium; inhibition, % at 2.35 µM; 330,000 compounds, 0.069% hits; AID 2099;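 active = more than half of a compound's replicate wells show inhibition beyond 50%, single wells judged on their own value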;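 note: signal counts dimethyl H3K9 product captured on neutravidin plate; 0% = median of DMSO wells and 100% = 0.3 times that DMSO median; strong numbers were not always called active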
proCasp3 act – procaspase-3 (human) activation | recombinant procaspase-3 D3A, Ac-DEVD-pNA absorbance 405 nm | activation, % at 8.5 µM | 330,000 compounds, 0.11% hits | AID 463141;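 active = activation above the mean of all tested compounds plus 3 SD, cut at about 21% in these data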;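 note: 0% = DMSO alone and 100% = DMSO wells spiked with extra 5 µM PC-3 D3A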
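assay system = Procaspase-3 D3A mutant | signal = absorbance at 405 nm, 0 and 120 min | times = 1 h preincubation plus 2 h reaction at 25 °C | repeats = single replicate | read-out = % activation between DMSO and enzyme-spiked controls | medium = Zinc-free HEPES saline buffer with Triton X-100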
PP5 inh – PP5 (human) phosphatase inhibition | purified PP5c, OMFP substrate fluorescence | inhibition, % at 6.7 µM | 320,000 compounds, 0.18% hits | P53041;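 active = inhibition above the campaign's mean inhibition across all tested compounds plus 3 SD, cut at about 9.5% in these data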;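 note: 0% = DMSO only and 100% = 100 µM cantharidin control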
* marks the source's active call; other numbers are inactive results; i = inactive; x = not tested or not shown.

SMILES	GRK2 inh	VLA-4 inh	procasp7 counter	core dimer inh	Fh CTSL1 inh	PP1 inh	JMJD2C inh	proCasp3 act	PP5 inh
CN(CCC#N)S(=O)(=O)c1ccc2[nH]cc(C(=O)NCCc3ccccc3)c(=O)c2c1	0	12	5	2	1	-2	0	-4	2.0
CC(C)(C)[C@H]1COC(=O)[C@@H](NC(=O)OCC2c3ccccc3-c3ccccc32)C/C=C\C[C@@H](CC(=O)N[C@@H](CO)Cc2ccccc2)C(=O)N1	0	3	0	x	x	x	x	-1	x
CCN(CC)C(=O)/C(=C\c1ccc(Br)cc1)NC(=O)c1ccccc1OC	2	-1	6	2	3	-2	-14	-2	-1.1
CC(=O)c1cccc(NS(=O)(=O)c2cc3c(cc2C)NC(=O)CO3)c1	5	33	6	6	1	-1	-1	0	3.0
CCOC(=O)C(C(=O)OCC)C(Nc1ccccc1)c1ccccc1 (stereo not given)	1	7	-2	-4	1	1	5	1	1.1
O=C(NCCN1CCOCC1)c1ccc2c(c1)N(Cc1ccccc1F)C(=O)c1ccccc1S2	0	-6	7	4	-11	2	-7	-3	2.6
CCOC(=O)c1sc(NC(=O)CCCCl)nc1C	3	-7	-1	-7	0	-2	1	-8	-0.4
O=C(Nc1ccc(F)cc1Cl)C1=COCCO1	1	3	4	-1	-1	-4	-28	8	-1.7
COc1ccc(CCNC(=O)CS(=O)Cc2nc(-c3cccs3)oc2C)cc1OC (stereo not given)	1	31	-3	5	-4	2	15	-1	-1.9
COc1ccc(S(=O)(=O)N2CCC(NC(=O)C3CCCCC3)CC2)cc1	0	-1	5	-4	1	-2	17	-2	0.3
Cc1ccc(S(=O)(=O)N2CCN(C)CC2)cc1C	0	16	4	-1	1	-3	1	3	0.1
O=C(c1cc2nc(-c3ccccc3)cc(-c3ccccc3)n2n1)N1CCCC1	4	8	10	15	1	1	-1	2	0.7
CCOC(=O)[C@@H]1[C@H]2COc3cc(OC)ccc3[C@@H]2N2C(=O)N(c3ccc(Cl)cc3)C(=O)[C@]12C	0	0	8	7	3	4	-28	3	1.3
NC1=NC[C@@H](Cc2ccc(O)cc2)N1CCc1cccc2ccccc12	0	25	6	-12	-1	0	-2	2	1.6
N#CCCN(C(=O)CSc1ncccn1)c1ccc2c(c1)OCCO2	0	-8	3	x	x	-5	7	7	-2.4
CCCN1CCN(S(=O)(=O)c2cn(C)nc2C)CC1	0	12	4	2	0	-5	-10	2	0.9
O=C(Cn1c(CO)nc2ccccc21)Nc1ccccc1Cl	0	11	3	5	-2	-5	5	1	-2.6
Cc1cc(C)nc(SC(C)CNS(=O)(=O)c2ccccc2)n1 (stereo not given)	0	-5	9	-4	-3	-1	2	2	-0.6
O=C(Cc1ccc([N+](=O)[O-])cc1)Nc1cccnc1	9	9	7	1	-7	2	-3	-2	2.2
CC1(c2nnc(-c3ccc(F)cc3)o2)CC(c2ccc(Cl)cc2)=NO1 (stereo not given)	3	-7	4	-8	-6	3	-4	1	3.0
COC(=O)c1sccc1NC(=O)Nc1ccc(OC)cc1OC	4	-7	1	-9	3	-4	0	-6	1.2
Cc1ccc(C)c(OCCC(=O)OCC(=O)NCc2ccc(F)cc2)c1	3	4	2	0	-23	0	-3	4	3.9
CS(=O)(=O)c1ccc(N)cc1	0	23	0	-3	-1	-5	10	12	-1.9
CCN(C(=O)COC(=O)/C=C/c1nc2ccccc2s1)C1CCS(=O)(=O)C1 (stereo not given)	3	9	10	-5	-10	1	-1	-1	-0.7
O=C(CCC(=O)OCc1ccc(Cl)cc1)Nc1cccc([N+](=O)[O-])c1	0	-1	-6	-2	-24	1	1	-1	2.3

Two entries from above, as comma-separated lines.
compound,GRK2 inh,VLA-4 inh,procasp7 counter,core dimer inh,Fh CTSL1 inh,PP1 inh,JMJD2C inh,proCasp3 act,PP5 inh
CCOC(=O)c1sc(NC(=O)CCCCl)nc1C,3,-7,-1,-7,0,-2,1,-8,-0.4
O=C(Nc1ccc(F)cc1Cl)C1=COCCO1,1,3,4,-1,-1,-4,-28,8,-1.7

(list continues)
SMILES	GRK2 inh	VLA-4 inh	procasp7 counter	core dimer inh	Fh CTSL1 inh	PP1 inh	JMJD2C inh	proCasp3 act	PP5 inh
COc1ccc(S(=O)(=O)NCC2CCC(C(=O)O)CC2)cc1 (stereo not given)	2	25	14	2	0	0	2	-4	-0.7
C=CCn1c(SCc2c(C)noc2C)nc2sc(C)c(C)c2c1=O	0	5	6	6	-3	-2	5	-6	3.1
O=C1C=C(c2cccc(CO)c2)C[C@@H](c2ccc3c(c2)OCO3)C1	2	10	12	x	x	-3	-1	1	-1.4
CC1CN(S(=O)(=O)c2cc(C(=O)N(CCc3ccccc3)Cc3ccccc3)ccc2Cl)CC(C)O1 (stereo not given)	0	0	3	6	4	3	6	-6	2.7
CCCCOc1ccc(C(=O)NCC(=O)NCCCn2nc(C)cc2C)cc1	0	16	15	x	x	2	x	2	2.3
CN(C)c1ccc(N=Nc2ccccc2C(=O)OCC(=O)N(C)C2CCCCC2)cc1	0	15	-19	-4	4	5	1	-4	5.5
O=C(COC(=O)CCC(=O)c1cccs1)Nc1cc(S(=O)(=O)N2CCOCC2)ccc1Cl	5	-5	-1	5	-34	1	1	-10	-1.4
COc1cccc(-n2c(SCC(=O)NCc3ccco3)nnc2-c2c[nH]c3ccccc23)c1	0	0	0	13	4	1	3	3	1.9
CCCOc1ccc(C(=O)C(CN2CCCC2)c2ccccc2)cc1 (stereo not given)	0	11	-3	2	0	2	5	-12	0.6
COc1cc(CNCCO)cc(Br)c1OCc1ccccc1Cl	0	23	4	-3	-1	4	-11	3	3.7
COc1ccc(NC(C)=O)cc1S(=O)(=O)Nc1ccccc1C(=O)NCCc1ccccc1	5	-4	3	1	4	0	-8	3	-1.0
COc1ccc(CN2CC(=O)N(c3cc(Cl)ccc3C)C2=S)cc1OC	2	5	-16	11	1	-6	-1	-23	2.2
Cc1cc(C)cc(-n2c3nc4ccccc4nc3c3c(=O)n(Cc4ccco4)cnc32)c1	5	6	-15	60*	3	20*	14	-23	0.7
Cc1ccc(CSc2ncnc3onc(C)c23)cc1	2	13	0	-5	-1	-2	37	-2	2.2
Cc1ccc(CNC(=O)c2ccc(N3CCC4(CC3)CC(c3cccc(Br)c3)=NO4)c(NC(=O)c3cccc(C)c3)c2)cc1	2	-1	8	-16	5	5	3	-5	-2.5
CNc1nc(-c2c(C)n(C)c3ccc(OC)cc23)cs1	9	-9	-25	-7	0	6	-28	-17	2.6
COc1ccc(Cl)cc1NC(=O)CSc1ncnc2c1oc1ccccc12	0	-1	15	-3	-4	0	8	-1	0.3
Cc1nc2cc(NS(=O)(=O)c3cccc4cccnc34)ccc2s1	0	-2	-13	0	-10	0	0	-3	3.3
COc1ccc(N2C(=O)/C(=C/c3cccnc3)NC2=S)cc1	1	0	-9	-12	4	-6	-2	-14	-1.5
O=C(NCCO)/C(=C/c1ccc2c(c1)OCO2)NC(=O)c1ccc(Br)cc1	0	26	4	7	0	-7	-25	-7	0.2
CN(c1cccc(NC(=O)CN(c2cccc(Cl)c2)S(=O)(=O)c2ccccc2)c1)S(C)(=O)=O	0	25	-5	4	3	-1	-3	2	1.4
NS(=O)(=O)c1ccc(N=Nc2c(O)ccc3ccccc23)cc1	0	-21	9	0	2	3	12	-7	-1.0
N/C(Cc1cccs1)=N\OC(=O)COc1ccc(Br)cc1Cl	0	1	-3	9	-1	-1	-4	1	0.7
O=C(CN1CCCC1)Nc1ccccc1Sc1ccccc1	0	7	-1	4	3	-3	-2	-4	-3.0
Cc1ccc(C2CC(c3cccc(Cl)c3)n3nc(N)nc3N2)cc1 (stereo not given)	0	9	6	5	9	-4	-6	1	-1.9

Only JMJD2C inh, procasp7 counter and VLA-4 inh, for 4 of the compounds above:
structure	JMJD2C inh	procasp7 counter	VLA-4 inh
COc1cc(CNCCO)cc(Br)c1OCc1ccccc1Cl	-11	4	23
CCCCOc1ccc(C(=O)NCC(=O)NCCCn2nc(C)cc2C)cc1	x	15	16
C=CCn1c(SCc2c(C)noc2C)nc2sc(C)c(C)c2c1=O	5	6	5
CCCOc1ccc(C(=O)C(CN2CCCC2)c2ccccc2)cc1 (stereo not given)	5	-3	11

More compounds follow.
SMILES	GRK2 inh	VLA-4 inh	procasp7 counter	core dimer inh	Fh CTSL1 inh	PP1 inh	JMJD2C inh	proCasp3 act	PP5 inh
CC(=O)c1cccc(NC(=O)CCCSc2ccccc2)c1	0	5	10	2	-8	-4	11	0	1.9
N#C/C(C(N)=O)=c1/ccc2c(c1)N1C3=C(CCCC3)CC3CCCCC31N=2 (stereo not given)	0	-10	-7	-18	1	-3	-7	-5	-0.3
Cc1cc(C)c(C2C(C#N)=C(N)Oc3n[nH]c(C)c32)cc1CN1CCCC1 (stereo not given)	0	-1	-1	1	2	-1	-29	5	-0.3
O=C(NNC(=O)c1cccs1)c1ccc2ccccc2c1	3	8	7	-1	-1	-1	-5	0	-0.4
COc1cc(CN2CCC(Oc3cc(C(=O)NC4CC4)ccc3OC)CC2)cc(OC)c1	1	5	-5	-8	-4	2	12	9	2.3
COc1ccccc1N1CCN(CC(O)c2ccc3cc[nH]c3c2)CC1 (stereo not given)	0	i	3	2	1	8	-25	1	1.4
CN1CCC(=NNC(=O)CN(c2cccc(Cl)c2)S(C)(=O)=O)CC1	0	10	15	-6	1	5	0	-5	0.3
Nc1nc(NCc2c(F)cccc2Cl)nn1-c1ccccc1	0	1	4	-3	1	0	-4	0	-2.4
CCn1c2ccccc2c2cc(NC(=O)COc3ccccc3OC)ccc21	0	2	-4	7	-2	0	-1	-5	0.3
CC(C)Cn1nc(NS(=O)(=O)c2ccccc2)c2cc3ccccc3nc21	0	2	-2	-8	-4	0	3	8	1.9
O=C(COC(=O)c1ccc(Cl)nc1)Nc1cc(S(=O)(=O)N2CCCCC2)ccc1Cl	1	1	1	11	-8	2	-22	-1	-0.8
CC(=O)c1cccc(N(CC(=O)N2CCCCC2)S(C)(=O)=O)c1	0	-8	4	0	-2	-4	-2	3	0.3
O=C(O)c1cccc(-c2noc(-c3cccc(Cl)c3)n2)c1	0	11	-1	x	x	-3	15	1	2.1
Cc1ccc(C)c(C(=O)CN2C(=O)NC3(CCC(C)CC3)C2=O)c1 (stereo not given)	0	2	8	1	3	-3	19	0	-0.5
CC(=O)c1c(C)n(-c2ccc(C)cc2C)c2ccc(O)cc12	0	13	5	1	3	2	-1	-5	1.0
Cc1ccc(S(=O)(=O)N2[C@@H](c3ccc(Cl)cc3)C(C(=O)O)=CC[C@H]2c2cccc(Cl)c2)cc1	2	2	0	2	1	7	1	10	3.2
Cc1c(NC(=S)/C=C2\N(C)c3ccccc3C2(C)C)c(=O)n(-c2ccccc2)n1C	1	-102	-35	0	2	-13	-6	-38	3.4
Cc1cccc(NC(=S)NC2CCN(Cc3ccccc3)CC2)c1C	0	-6	6	-6	-2	-2	-1	-6	1.4
N#Cc1ccccc1OCC(=O)N1CCN(C(=O)c2ccco2)CC1	0	-1	6	-1	-1	3	8	6	0.9

Assay outcomes deposited in PubChem BioAssay by several laboratories.
